Assay outcomes from PubChem.
RGS4 inh – blocks human RGS4-accelerated GTP hydrolysis; 0.039% of 390,000 active; Potency, µM (series often up to 114 µM), for inactives: top-dose activity change, negative = inhibition, usual class: inhibitors; P49798; AID 504845; Transcreener GDP fluorescence polarization, RGS4-accelerated GTP hydrolysis; also: potency is read from the fitted curve at half-maximal effect; % is scaled to controls: 0 for no effect and ±100 for the full control effect; nearly all actives have a fitted effect of over 75% in size; some results filed as inactive show a strong effect at the top dose
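MLSMR compounds (23 nl, pin-transferred) preincubated 10 min at room temperature with a 500nM (2x) first reagent, then RGS4 at 900nM (2x) plus Transcreener GDP mix added; fluorescence polarization (620/688 nm) read before and after 90 min at 30 °C.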
ERG Ets-DNA blk – inhibitors of human ERG Ets domain-DNA interaction; fluorescence polarization, His-ERG Ets domain / labelled DNA; Potency, µM (highest dose often 76.9 µM), for inactives: top-dose FP activity, negative = inhibition, usual class: inhibitors; AID 624246; 0.028% of 370,000 active; active = well fitted inhibition curve with a large enough effect in the polarisation, with a control signal flat; inconclusive = small, poorly fitted or top-dose-only effect, or effect the other way, or a change in a side signal; inactive = no such curve, though single readings can be large or run the other way; the % refers to the polarisation;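 also: polarization taken with two DNA probes labelled with fluorescein and Texas red; potency is read from the fitted curve at half-maximal effect; % of control where 0% means no effect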
Target sequence (P11308 whole entry, looked up, the tested form may be a part): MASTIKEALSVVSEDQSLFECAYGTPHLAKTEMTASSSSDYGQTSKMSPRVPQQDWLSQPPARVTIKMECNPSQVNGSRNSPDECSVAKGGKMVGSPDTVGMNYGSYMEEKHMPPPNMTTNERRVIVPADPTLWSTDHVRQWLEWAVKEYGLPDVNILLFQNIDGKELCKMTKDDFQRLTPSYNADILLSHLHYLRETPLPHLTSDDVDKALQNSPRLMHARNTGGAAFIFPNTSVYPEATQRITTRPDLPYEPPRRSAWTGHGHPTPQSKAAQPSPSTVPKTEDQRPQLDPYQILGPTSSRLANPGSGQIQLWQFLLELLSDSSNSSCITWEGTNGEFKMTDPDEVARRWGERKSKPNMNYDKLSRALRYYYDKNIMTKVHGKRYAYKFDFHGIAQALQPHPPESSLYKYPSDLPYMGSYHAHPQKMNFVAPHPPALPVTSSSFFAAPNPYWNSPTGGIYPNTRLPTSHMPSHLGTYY
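His-tagged ERG Ets domain (1 uM in the protein solution; 300mM KCl, 50mM Tris-HCl, 1mM EDTA, 1mM DTT, pH 7.5) received compound, then a probe mix of 5 nM fluorescein-DNA and 100nM Texas-615-DNA. Fluorescence polarization was read for both dyes.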
D2 antag – antagonists of human D2 dopamine receptor. P14416. HEK293 TREx D2 cells, calcium flux, dopamine EC80. inhibition, % at 10 µM. 2% of 340,000 active. AID 485344; in the data active = inhibition above about 30%; also: 0% is about no effect
Target sequence (P14416 whole entry, looked up): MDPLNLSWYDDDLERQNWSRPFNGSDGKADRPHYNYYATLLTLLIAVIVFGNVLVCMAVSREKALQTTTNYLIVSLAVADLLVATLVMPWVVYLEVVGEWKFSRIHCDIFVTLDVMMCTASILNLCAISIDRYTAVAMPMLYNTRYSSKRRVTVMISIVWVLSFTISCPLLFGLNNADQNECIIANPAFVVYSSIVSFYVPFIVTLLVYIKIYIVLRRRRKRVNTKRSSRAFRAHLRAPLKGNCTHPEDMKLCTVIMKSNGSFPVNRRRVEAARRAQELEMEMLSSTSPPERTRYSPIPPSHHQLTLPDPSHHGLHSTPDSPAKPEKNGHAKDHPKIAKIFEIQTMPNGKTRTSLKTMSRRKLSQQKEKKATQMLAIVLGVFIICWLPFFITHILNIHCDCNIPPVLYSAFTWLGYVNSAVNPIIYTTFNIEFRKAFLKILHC
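Cells plated overnight at 30 C with tetracycline; no-wash calcium dye, 30–90 min RT; 10 s baseline; compound pinned; 180 s read; EC80 dopamine added; another 180 s read.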
LDHA inh – blocks human lactate dehydrogenase A | 0.15% of 480,000 active | P00338 | purified LDHA, NADH/diaphorase-resazurin fluorescence; hits give low values | activity change, % (values are at about 110 or 230 µM); in the data active = activity change below about -30%; inconclusive = mostly about -25% to -30%;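 also: plate controls were DMSO wells for no effect and wells without enzyme for full effect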
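LDH5 2 nM; NADH 0.06 mM, pyruvate 0.2 mM; 200 mM Tris pH 7.4, EDTA, Tween-20; 5 min RT. Detection: diaphorase 0.133 mg/mL + resazurin 37 µM, fluorescence ex540/em590 at 0 and 20 min; normalized to enzyme-free and DMSO wells.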
Vif-A3F inh – Vif-A3F binding inhibition | Potency, µM (doses to about 46.1 µM), inactives show at the highest dose activity, negative = active | 0.2% of 390,000 active | HeLa A3F-eYFP + Vif (tagged APOBEC3F with the HIV-1 protein that degrades it), YFP fluorescence increase | AID 602313; also: potency is read from the fitted curve at half-maximal effect; % of control where 0% means no effect; nearly all actives have a fitted effect of over 65% in size
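HeLa cells stably expressing Vif plus C-terminally eYFP-tagged A3F were seeded, incubated overnight at 37 deg C, dosed with compound, incubated overnight again at 37 deg C. Yellow fluorescence (Ex 488/Em 500-530) reported blocked Vif-mediated A3F-eYFP degradation.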
D2 agonist – agonists of human D2 dopamine receptor; 0.53% of 340,000 active; activation, % at 2 µM; HEK293 T-REx D2 cells, calcium flux agonist mode;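 active = activation over 3 SD above normal in the single-dose calcium agonist read, cut at about 30% in these data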; also: 0% is about no effect
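Calcium-flux readout, 1 cycle/sec over 180 s following compound pin transfer, in inducible HEK293 Trex D2 cells (force-coupled); dopamine controls included. Positive calcium responses during this window marked compounds as potential agonists.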
12-LOX inh – ALOX12 (human) lipoxygenase inhibition; P18054; purified 12hLO, xylenol orange hydroperoxide absorbance; Potency, µM (titrated, usually from 108 µM), for the others: at the highest dose activity change, negative = inhibition, usual class: inhibitors; 1.1% of 580,000 active; also: potency is read from the fitted curve at half-maximal effect; % is scaled to controls: 0 for no effect and ±100 for the full control effect
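Hydroperoxide product was detected by ferrous iron/xylenol orange as the 573 to 405 nm absorbance ratio. Arachidonic acid at 40 uM (final) was turned over for 30 min at room temperature by 150 nM human 12hLO, pH 7.0 Hepes buffer, after 15 min compound preincubation.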
Glioma ERSR ind – induces the endoplasmic reticulum stress response in human glioma cells | 0.02% of 420,000 active | U87-MG GRP78 promoter luciferase reporter, 16 h | Potency, µM, inactives show at the top dose activation, usual class: activators; also: potency is read from the fitted curve at half-maximal effect; series mostly up to about 76 µM; % of control where 0% means no effect; nearly all actives have a fitted effect of over 35% in size
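Stably transfected U87-MG human glioma cells carrying a GRP78-based luminescent sensor were seeded at 1000 cells/well, pin-dosed with compounds and incubated 16 h. Luciferase reagent was then added, and end-point luminescence was read after 10 min at room temperature.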
Vif-APOBEC3G blk – Vif-A3G binding inhibition; Q9HC16; HeLa A3G-eYFP + Vif (tagged APOBEC3G with the HIV-1 protein that degrades it), YFP fluorescence, overnight; Potency, µM (top dose mostly 46.1 µM), without a hit: top-dose activity, negative = active, usual class: inhibitors; 0.076% of 410,000 active; AID 602310;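 also: potency is read from the fitted curve at half-maximal effect; % is scaled to controls: 0 for no effect and ±100 for the full control effect; nearly all actives have a fitted effect of over 60% in size; hits raise eYFP signal because A3G escapes Vif-driven loss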
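Read-out is eYFP fluorescence (Ex 488/Em 500-530) from Vif-expressing HeLa A3G-eYFP cells; more signal means A3G escaped Vif-mediated degradation. Cells plated overnight, compound pinned in, incubated overnight at 37 deg C.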
An asterisk follows results filed as active; ? = inconclusive; / = no result given; & = joins results of further samples; [ ] = another dose, or the depositor's remark. Unless noted, calls follow the shape of the dose curve; as a rule, active = well fitted curve in the direction sought with a large enough effect; inconclusive = small, poorly fitted or top-dose-only effect, or another doubt; inactive = no such curve, though single readings can be large; an effect the other way counts as inactive or inconclusive. The list is partial; rates above refer to the full screens.

canonical_smiles	RGS4 inh	ERG Ets-DNA blk	D2 antag	LDHA inh	Vif-A3F inh	D2 agonist	12-LOX inh	Glioma ERSR ind	Vif-APOBEC3G blk
CCOc1ccc(C2c3[nH]c4ccccc4c3CCN2CCCn2cccn2)cc1 (stereo not given)	12%	1%	5	-16	5%	0.6	-16%	0%	0%
O=C(CNc1cccc(S(=O)(=O)N2CCCCC2)c1)Nc1ccccc1F	-1%	16%	-15	-1	0%	-0.4	258%[activator]	-1%	0%
COc1ccc(CNC(=O)C/C(C)=N/NC(=O)COc2ccccc2)cc1	-11%	-9%	0	-5	-11%	-0.3	2%	1%	-7%
O=[N+]([O-])c1ccc(OCCN2CCNCC2)cc1	9%	-5%	32*	-9	2%	0.6	?	-2%	0%
Cc1ccc(Nc2cc(C)nc(NCc3ccccc3)n2)cc1	-14%	1%	3	0	-15%	9.4	?	-16%	4%
O=C(/C=C/c1ccccc1)Nc1cccc(C(=O)N2CCCC2)c1	1%	-15%	/	-2	2%	/	29%	-1%	0%
C/C(Cl)=C\Cn1c(O)c(N=NC(N)=S)c2cc(Br)ccc21	?	-6%	19	-11	-25%	-1.0	-10%	-2%	-13%
Fc1ccc(-c2cnc(-c3cccs3)o2)cc1	2%	0%	-7	-4	0%	0.1	6%	-2%	-1%
CCOc1ccc(N(C(C)=O)C2C=CS(=O)(=O)C2)cc1 (stereo not given)	4%	-10%	/	1	1%	/	18%	-2%	1%
O=C(OCc1ccccc1Cl)c1cc([N+](=O)[O-])ccc1N1CCOCC1	10%	10%	/	-5	2%	/	-18%	3%	-9%

(continued)
canonical_smiles	RGS4 inh	ERG Ets-DNA blk	D2 antag	LDHA inh	Vif-A3F inh	D2 agonist	12-LOX inh	Glioma ERSR ind	Vif-APOBEC3G blk
CC(C)c1ccc(NC2CCCN(C(=O)c3ccccc3-c3ncc[nH]3)C2)cc1 (stereo not given)	-9%	0%	-15	1	1%	-0.1	0%	-4%	0%
COC(=O)C1=C(C(=O)c2ccccc2)C(c2ccccc2)n2nnnc2N1 (stereo not given)	6%	3%	/	-5&-9	15%	/	?	0%	0%
C[C@H](NC(=O)c1ncn2c1C(=O)NC[C@H]2C)C(=O)OC(C)(C)C	/	/	/	-10	-1%	/	48%[activator]	-1%	1%
COc1ccc(CN2CNc3nc4ccccc4n3C2)cc1	-24%	0%	-10	0	2%	0.3	9%	1%	1%
O=C(Nc1cccc(-c2cscn2)c1)C1CCN(Cc2ccc(CO)o2)CC1	-23%	-10%	-2	-2	6%	1.3	4%	-5%	1%
O=C(Nc1cccc(C(F)(F)F)c1)c1ccc(N2CCNCC2)c([N+](=O)[O-])c1	-10%	17%	8	-9	-2%	1.4	-29%	-1%	-1%
CN(CC(=O)NC(=O)NC1CCCCC1)c1ccccc1	1%	-2%	-25	-5	0%	0.4	-20%	-2%	1%
CN(C)/C=C(\C(=O)c1ccc(Cl)cc1)c1nnnn1-c1ccc(Cl)cc1	26%[11.4 µM]	-1%	/	2	2%	/	-5%	-2%	-3%
Cc1ccc(OCC(=O)N(C)CC(=O)Nc2ccccc2Cl)c([N+](=O)[O-])n1	-33%	22%	24	4	-21%	0.2	-11%	1%	0%
O=C(NCc1ccc(Cl)cc1)c1ncn[nH]1	20%	1%	-9	-7	-9%	1.5	10%	-3%	0%

New compounds follow.
canonical_smiles	RGS4 inh	ERG Ets-DNA blk	D2 antag	LDHA inh	Vif-A3F inh	D2 agonist	12-LOX inh	Glioma ERSR ind	Vif-APOBEC3G blk
Cc1cc(C)nc(SCC(=O)N(C)CC(=O)Nc2ccccc2Br)n1	5%	-3%	2	-4	0%	-0.3	7%	-3%	2%
O=C(CSc1ncn[nH]1)Nc1ccc2c(c1)OCCO2	17%	-8%	-7	0	-9%	0.0	-18%	6%	2%
COC(=O)c1ccc(-n2c(/C=C\c3cccc(Br)c3)nc3ccccc3c2=O)cc1	-18%	-5%	/	3	2%	-0.2	11%	-3%	?
C=CCNC(=O)NC(=O)COC(=O)COc1ccc(Br)cc1F	0%	-2%	-6	-16	-4%	-0.7	-1%	-1%	0%
Oc1ccc(NC(=S)Nc2ccc(F)cc2)cc1	-19%	-2%	-6	3	-1%	-0.8	?	3%	-1%
CC1(C(=O)NS(=O)(=O)Cc2cccc(Cl)c2)CCN1C(=O)Cc1ccccc1 (stereo not given)	/	/	/	-5	/	/	-12%	-2%	0%
O=C(CN(CCc1ccccc1)C(=O)CN1C(=O)COc2ccccc21)NCc1ccco1	-22%	-4%	0	-9	-1%	0.1	-13%	-4%	0%
CCOc1cc(N2CCOCC2)c(OCC)cc1NC(=O)CN1C(=O)NC2(CCCCCCC2)C1=O	-32%	2%	/	3	2%	/	2%	-3%	-14%
CC1(C)CC(C)(c2ccc(O)cc2O)N(c2cccc(Cl)c2)C(=S)N1 (stereo not given)	-12%	-5%	-6	1	-11%	0.4	?	-10%	-2%
Cc1cccc(C)c1C(O)c1ncc(-c2cccc(F)c2)[nH]1 (stereo not given)	/	/	/	-6	/	/	-14%	-1%	-5%

Continued.
canonical_smiles	RGS4 inh	ERG Ets-DNA blk	D2 antag	LDHA inh	Vif-A3F inh	D2 agonist	12-LOX inh	Glioma ERSR ind	Vif-APOBEC3G blk
O=C(CN(C(=O)c1nsc(Cl)c1Cl)c1ccc(F)cc1)NC1CCCC1	-8%	-1%	-9	0	8%	-0.7	-5%	-3%	-6%
O=c1c2ccccc2nc(/C=C/c2ccc(Br)cc2)n1CCCO	-15%	2%	2	-3	-5%	-0.5	-25%	5%	-9%
O=C(N/N=C\c1cccc(OC(=O)c2ccco2)c1)c1ccc2c(c1)OCO2	-51%	/	-8	-9	-10%	0.1	-8%	-7%	-14%
COc1ccccc1NC(=O)c1sc2ncn(Cc3ccc(C)cc3)c(=O)c2c1C	-12%	/	0	4	-1%	-1.0	-1%	-2%	-9%
O=C(Nc1nnc(-c2ccc(F)cc2)s1)C1CCN(S(=O)(=O)c2ccc(Cl)cc2)CC1	3%	0%	-16	-6	-2%	3.5	-7%	-5%	-1%
Cc1ccc(-c2ccc(SCC(=O)N3CCN(c4ccccc4)CC3)nn2)cc1	-28%	-9%	29	-3	-2%	-1.1	1%	-3%	-2%
CCN(C(=O)COC(=O)CNS(=O)(=O)c1ccccc1)c1ccccc1	2%	-9%	-15	-4	5%	0.9	11%	-4%	1%
CCOC(OCC)c1ccc(/C=C\c2nccc(N)n2)cc1	11%	-7%	-2	-1	0%	-2.2	/	-6%	0%
CC(=O)c1cccc(Nc2ccc(C#N)cc2)c1	/	/	/	-1	/	/	6%	1%	-2%
Cc1c(-c2nnc(SCC(=O)Nc3ccc(Cl)cc3)o2)nnn1-c1ccc(F)cc1	6%	1%	/	0	-4%	0.1	-5%	-1%	-3%
COc1cccc(Cn2c(=O)n(-c3ccccc3C)c(=O)c3c2c2cc(C)ccc2n3C)c1	3%	-1%	/	4	-12%	-1.9	-22%	1%	-15%

Sorted by molecular weight (lowest first): part of the list above.
canonical_smiles	RGS4 inh	ERG Ets-DNA blk	D2 antag	LDHA inh	Vif-A3F inh	D2 agonist	12-LOX inh	Glioma ERSR ind	Vif-APOBEC3G blk
CC(=O)c1cccc(Nc2ccc(C#N)cc2)c1	/	/	/	-1	/	/	6%	1%	-2%
Cc1cccc(C)c1C(O)c1ncc(-c2cccc(F)c2)[nH]1 (stereo not given)	/	/	/	-6	/	/	-14%	-1%	-5%
CCOC(OCC)c1ccc(/C=C\c2nccc(N)n2)cc1	11%	-7%	-2	-1	0%	-2.2	/	-6%	0%
CCN(C(=O)COC(=O)CNS(=O)(=O)c1ccccc1)c1ccccc1	2%	-9%	-15	-4	5%	0.9	11%	-4%	1%
O=C(N/N=C\c1cccc(OC(=O)c2ccco2)c1)c1ccc2c(c1)OCO2	-51%	/	-8	-9	-10%	0.1	-8%	-7%	-14%
O=C(CN(C(=O)c1nsc(Cl)c1Cl)c1ccc(F)cc1)NC1CCCC1	-8%	-1%	-9	0	8%	-0.7	-5%	-3%	-6%
COc1ccccc1NC(=O)c1sc2ncn(Cc3ccc(C)cc3)c(=O)c2c1C	-12%	/	0	4	-1%	-1.0	-1%	-2%	-9%
COc1cccc(Cn2c(=O)n(-c3ccccc3C)c(=O)c3c2c2cc(C)ccc2n3C)c1	3%	-1%	/	4	-12%	-1.9	-22%	1%	-15%
Cc1c(-c2nnc(SCC(=O)Nc3ccc(Cl)cc3)o2)nnn1-c1ccc(F)cc1	6%	1%	/	0	-4%	0.1	-5%	-1%	-3%
O=C(CN(CCc1ccccc1)C(=O)CN1C(=O)COc2ccccc21)NCc1ccco1	-22%	-4%	0	-9	-1%	0.1	-13%	-4%	0%
O=C(Nc1nnc(-c2ccc(F)cc2)s1)C1CCN(S(=O)(=O)c2ccc(Cl)cc2)CC1	3%	0%	-16	-6	-2%	3.5	-7%	-5%	-1%
CCOc1cc(N2CCOCC2)c(OCC)cc1NC(=O)CN1C(=O)NC2(CCCCCCC2)C1=O	-32%	2%	/	3	2%	/	2%	-3%	-14%
